Screening data: PubChem BioAssay, several laboratories
GlmU inhibition = inhibition of mycobacterial GlmU enzyme – biochemical, glucosamine-1-phosphate acetyltransferase (AID 1376). M. tuberculosis GlmU acetyltransferase enzyme assay; higher % means a stronger effect. inhibition, %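 (tested at 30 µM in the primary screen)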, or IC50 in µM where a hit was titrated. 220,000 tested, 0.25% active; in the data active = inhibition above about 13%; inconclusive = no clear call, values can overlap the other calls;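 note: 0% = complete reaction with vehicle and 100% = reaction without substrate; strong numbers were not always called active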
RmlCD inh 1536 = inhibitors of Mycobacterium tuberculosis RmlC and RmlD coupled enzymes; P9WH09+P9WH11; RmlC+RmlD coupled enzyme assay, percent inhibition; primary screen in compound mixtures; inhibition, % at 3.6 µM; 160,000 tested, 0.03% active; in the data active = inhibition mostly above about 34%, no sharp cut-off; inconclusive = no clear call, values can overlap the other calls; inactive = mostly below about 22%; note: some results filed as inactive read as strong as hits
Target sequence (P9WH09 whole entry, looked up): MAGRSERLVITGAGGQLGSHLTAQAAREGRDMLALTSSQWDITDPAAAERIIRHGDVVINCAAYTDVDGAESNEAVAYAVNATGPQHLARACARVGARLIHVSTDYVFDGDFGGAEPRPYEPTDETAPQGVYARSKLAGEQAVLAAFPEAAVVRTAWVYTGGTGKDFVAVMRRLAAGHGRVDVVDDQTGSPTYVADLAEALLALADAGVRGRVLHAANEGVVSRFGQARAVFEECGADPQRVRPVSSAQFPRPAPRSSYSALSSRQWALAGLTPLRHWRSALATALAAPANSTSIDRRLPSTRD
Target sequence (P9WH11 whole entry, looked up): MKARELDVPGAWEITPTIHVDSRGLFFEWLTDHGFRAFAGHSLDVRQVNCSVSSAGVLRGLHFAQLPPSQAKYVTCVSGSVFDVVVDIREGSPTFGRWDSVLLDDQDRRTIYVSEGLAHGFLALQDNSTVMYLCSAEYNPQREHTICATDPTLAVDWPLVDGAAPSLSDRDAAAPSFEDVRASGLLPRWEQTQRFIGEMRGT
* hit, by the source's call; ? = inconclusive; / = no result given. Only part of the results is shown. The share of hits here may be higher or lower than overall.

smiles,RmlCD inh 1536,GlmU inhibition
Cc1cc2cc(CCNC(=O)c3cccc([N+](=O)[O-])c3)c(=O)[nH]c2cc1C,23,-0.5%
Nc1ncnc(Nc2ccc(F)c(Cl)c2)n1,39,3.3%
CSc1ccc(C2C3(C#N)C(N)=NC4(OCCO4)C23C#N)cc1 (stereo unspecified),/,-3.7%
COc1ccccc1OCCNc1cc(N2CCCCC2)ccc1[N+](=O)[O-],4,-2.8%
COc1ccc2c(c1)Cc1sc(NC(=O)c3ccco3)nc1-2,?,0.2%
Nc1nnc(COc2ccccc2)s1,/,2.1%
CC(=O)c1ccc(NS(=O)(=O)Cc2ccccc2)cc1,-6,-1.7%
COc1ccc(OC)c(S(=O)(=O)Nc2cc(C(=O)O)ccc2N2CC3CC(C2)c2cccc(=O)n2C3)c1 (stereo unspecified),-6,-4.2%
CC(C)N(Cc1cc2ccccc2[nH]c1=O)C(=O)c1ccco1,9,3.9%
Cc1ccc(NC(=O)CN(C)C(=O)C2COc3ccccc3O2)cc1 (stereo unspecified),-8,-0.4%

(further entries)
smiles,RmlCD inh 1536,GlmU inhibition
O=C(Nc1ccncc1)Nc1ccncc1,/,-0.6%
O=C(c1ccco1)N1CCN(C(=O)c2cccs2)CC1,/,4.7%
CC1CCN(CCOCCOc2ccc(Br)cc2Cl)CC1,-3,-15%
CN1CCN(C(=S)Nc2cc(S(=O)(=O)N3CCOCC3)ccc2Cl)CC1,11,-6.7%
COc1ccc(C(=O)NCC(=O)N/N=C/C(C)=C/c2ccco2)cc1OC,2,6.7%
O=C(c1cc2ccccn2n1)N1CCN(c2ccccn2)CC1,-6,-0.6%
Cn1c(SCc2ccc(Br)cc2)nnc1-c1ccncc1,11,2.5%
COc1ccc2c(c1)C(c1ccc([N+](=O)[O-])cc1)=NNC(c1ccco1)=N2,7,2.9%
c1ccc2cc(CN3CCOCC3)ccc2c1,2,2.9%
CCOc1cc(C(=O)N2CCOCC2)ccc1OCc1ccccc1,/,3.1%

Following part:
smiles,RmlCD inh 1536,GlmU inhibition
COc1ccc(-c2cnnc(N/N=C/c3ccc(O)c(O)c3)n2)cc1,-7,5.7%
Cc1cc(C)cc(NC(=O)Nc2ccccc2N2CCCCC2)c1,43,-6.1%
O=S(=O)(/N=C(/Nc1ccccc1)C(F)(F)F)c1ccccc1,-11,-3.8%
O=c1c2cc(Br)ccc2nc(-c2cccc(C(F)(F)F)c2)n1O,22,2.8%
CC(C)N(C(=O)CSc1nc2ccccc2n1Cc1ccccc1)C(C)C,-4,6.0%
CCOCCCn1c(=O)c(NC(=O)c2ccc(OCC)cc2)c2n(c1=S)CCCCC2,/,0.8%
CCN1CCCC1CNC(=O)CS(=O)(=O)Cc1nc(-c2ccccc2C)oc1C (stereo unspecified),-2,-0.6%
COc1ccccc1NC(=O)COc1ccc(Br)cc1CO,-9,0.7%
O=C(Cn1c(C(F)(F)F)nc2ccccc21)OCC(=O)c1c[nH]c2ccccc12,9,-0.9%
COc1cccc(NC(=S)N(CCCN2CCCC(C)C2)Cc2cccs2)c1 (stereo unspecified),-6,-0.7%

(cont.)
smiles,RmlCD inh 1536,GlmU inhibition
CSc1ccc(/C=N/NC(=O)CN2CCN(Cc3ccccc3)CC2)cc1,-4,-3.4%
CCNC(=O)N1c2ccc(OC)cc2C(C)=CC1(C)C,-11,-3.3%
O=C(CN1CCOCC1)Nc1ncc(Cc2cccc(Cl)c2Cl)s1,0,-3.0%
O=C(O)C1=C[C@@H](c2ccc(C(F)(F)F)cc2)C[C@@H](OCCCCO)O1,/,-1.0%
CN(C)c1ccc(C2Nc3ccccc3C(=O)N2CCCN2CCOCC2)cc1 (stereo unspecified),2,4.5%
CCCCn1c(Cc2ccccc2)nnc1SCC(=O)N1CCOCC1,/,2.2%
Cc1ccccc1OCc1nc2ccccc2c(=O)n1NC(=O)c1ccco1,-12,6.5%
COc1cccc(C2=NO[C@@H]3C(=O)N(c4ccc5c(c4)OCCO5)C(=O)[C@H]23)c1OC,/,2.2%
CCN1C(=O)/C(=C/C=C2/Sc3ccc4ccccc4c3N2CCO)SC1=S,-3,-1.2%
Cc1ccc(Cn2ncc3c(NCCCN4CCOCC4)ncnc32)cc1,-3,1.6%

(next part)
smiles,RmlCD inh 1536,GlmU inhibition
COc1ccc(CNC(=O)CN(Cc2ccc(F)cc2)C(=O)c2csnn2)cc1,-4,-0.3%
CCc1nc(NCc2ccco2)c2oc3ccccc3c2n1,6,-2.4%
Cc1cccc(N/C(=N\S(=O)(=O)c2ccccc2)C(F)(F)F)c1,-8,/
Brc1ccc(-c2nnc3ccc(Nc4ccccc4)nn23)cc1,1,-4.3%
NC(=O)Nc1ccc(C(=O)OCC(=O)Nc2ccc(Cl)cn2)cc1,3,-1.3%
CC1CCN(C(=O)CCCOc2cc(=O)n(C)c3ccccc23)CC1,/,-0.5%
CCN(CC)C(=O)Oc1ccc2cc(Br)ccc2c1,-10,2.3%
CN(CC(=O)N1CCCCCC1)S(=O)(=O)c1cccc2cccnc12,-1,4.9%
O=C(NNC(=O)c1cccnc1SCc1cccc([N+](=O)[O-])c1)c1ccccn1,/,4.5%
CCCc1nc2ccccc2n1CCc1ccccc1,/,2.8%

(next part)
smiles,RmlCD inh 1536,GlmU inhibition
COc1ccc(C(=O)Nc2nc3c(s2)CCCC3)cc1S(=O)(=O)N1CCCc2ccccc21,8,8.2%
CCOc1ccc(CSC2=NCCN2)cc1Cl,12,0.0%
COC(=O)c1sccc1-c1ccc(C(N)=O)o1,/,-1.4%
Cc1cc(N2C(=O)C=CC2=O)c([N+](=O)[O-])cc1C,5,3.2%
CCOC(=O)C1(Cc2ccccc2)CCN(Cc2cc(=O)c3ccccc3[nH]2)CC1,-9,5.1%
O=C1c2ccccc2C(=O)N1CCC(O)C[N+](=O)[O-] (stereo unspecified),/,-5.2%
CCCc1nnc2c(N(C)S(=O)(=O)c3ccc(C)cc3)nc3ccccc3n12,/,0.8%
CCCCOC(=O)c1cc(=O)[nH]c2ccccc12,-12,6.7%
CCOC(=O)/C(C(N)=NCC(C)C)=C(/O)c1ccccc1,6,-3.2%
O=C(Nc1cc(C(F)(F)F)ccc1N1CCCC1)c1ccc2c(c1)OCO2,/,0.1%

Next structures
smiles,RmlCD inh 1536,GlmU inhibition
CCCC12CN3CCN(C1)CC(CCC)(C3)C2=O,/,-0.3%
O=[N+]([O-])c1ccc2nccn2c1,2,2.7%
CC(=O)c1cccc(N2C(=O)C3C(C(=O)Nc4cc(C)on4)C4(C)C=CC3(O4)C2C(=O)NC(C)(C)C)c1 (stereo unspecified),/,0.9%
COC(=O)c1cncn1C(C)c1ccccc1 (stereo unspecified),3,-4.7%
COCCN1C(=O)c2ccc(C(=O)O)cc2C1=O,/,-0.1%
CC(C)[C@]12O[C@H]1[C@@H]1O[C@]13[C@]1(O[C@H]1C[C@H]1C4=C(CC[C@@]13C)C(=O)OC4)[C@@H]2O,-8,2.6%
Cc1c(C(=O)NCc2ccc3c(c2)OCO3)oc2ccc(Br)cc12,-3,4.1%
CSCCC(NC(=O)c1cccc(C)c1)C(=O)OCC(=O)NC(=O)c1cccn1C (stereo unspecified),21,-3.8%
COc1ccc(/C=N/NC(=O)CCc2n[nH]c(=O)[nH]c2=O)cc1O,/,-0.6%
NC(=O)SCC(=O)Nc1cccc(Cl)c1,/,7.5%

Continuation.
smiles,RmlCD inh 1536,GlmU inhibition
COCCNS(=O)(=O)c1ccc(SC)cc1,/,-7.2%
CC1(C)Cc2c(sc3[nH]c(=S)n(Cc4ccccc4)c(=O)c23)CO1,/,-3.5%
S=C(Nc1ccccc1)N1CCOCC1,4,2.5%
CCOC(=O)c1c(C)n(-c2ccc(C)cc2)c2ccc(O)c(CN(C)C)c12,1,-5.6%
COc1cc(CC2COC(c3ccc(O)c(OC)c3)C2COC(C)=O)ccc1O (stereo unspecified),/,0.7%
O=C(NC(=S)NCc1ccc(-c2nc3ccccc3s2)cc1)c1ccco1,9,-7.3%
O=C1Nc2ccccc2OC1CC(=O)N1CCOCC1 (stereo unspecified),/,-0.6%
CCOc1cc(C(=O)NCCc2ccc(S(N)(=O)=O)cc2)cc(OCC)c1OCC,-4,2.8%
CCn1c(NCc2cccs2)nc2ccccc21,/,6.5%
COc1ccc2c(C)cc(SCC(=O)Nc3cc(C(N)=O)cc(C(N)=O)c3)nc2c1,8,-1.5%

(list continues)
smiles,RmlCD inh 1536,GlmU inhibition
CCc1ccc(NC(=O)CCNS(=O)(=O)c2cccc3nonc23)cc1,8,-1.5%
CCOC(=O)C1CCCN(C2CC(=O)N(c3ccc(N4C(=O)CC(N5CCCC(C(=O)OCC)C5)C4=O)cc3)C2=O)C1 (stereo unspecified),/,2.4%
O=C1NC(=O)C2(Cc3ccccc3N3CCCC32)C(=O)N1 (stereo unspecified),-8,0.1%
CCOC(=O)c1cc2c(ccn2C)n1CC(=O)N1CCCC(C)C1 (stereo unspecified),28,2.0%
O=S(=O)(CCc1nc2ccccc2[nH]1)c1ccc(Br)cc1,/,6.3%
CCCCN(CC)C(=O)c1cccc(Cl)c1,/,2.2%
COc1ccc(-c2csc(/C(C#N)=C/Nc3ccc4c(c3)OCCO4)n2)cc1,4,-3.9%
O=C(CC1CCOCC1)Nc1ccc(Cl)c(Cl)c1,10,1.9%
Cc1c(O)c(=O)c2ccccc2n1C,/,3.6%
c1ccc(NC2=Nc3ccccc3CS2)cc1,/,8.1%

Continued (five carried over from the part before).
smiles,RmlCD inh 1536,GlmU inhibition
CCCCN(CC)C(=O)c1cccc(Cl)c1,/,2.2%
COc1ccc(-c2csc(/C(C#N)=C/Nc3ccc4c(c3)OCCO4)n2)cc1,4,-3.9%
O=C(CC1CCOCC1)Nc1ccc(Cl)c(Cl)c1,10,1.9%
Cc1c(O)c(=O)c2ccccc2n1C,/,3.6%
c1ccc(NC2=Nc3ccccc3CS2)cc1,/,8.1%
Cc1cc(C)n(-c2nnc3n2N=C(c2ccccc2)CS3)n1,-3,-1.5%
N#Cc1nc(-c2ccccc2F)oc1NCCN1CCOCC1,12,6.9%
COC(=O)c1ccc(C)c(NS(=O)(=O)c2ccc(NC(C)=O)cc2)c1,/,8.1%
C/C(=N\NC(=O)c1cccc(F)c1)c1ccc(Br)s1,-4,-4.5%
CS(=O)(=O)Nc1ccc(C(=O)Nc2ccc3c(c2)OCO3)cc1,-2,-0.1%
COc1ccc(C(=O)c2cc3cccc(OC)c3o2)cc1,-10,0.1%
COc1ccc(-c2noc(CCC(=O)Nc3nc4ccccc4s3)n2)cc1,-13,6.5%
CCOC(=O)CNC(=O)c1cc(-c2ccc3c(c2)OCCO3)oc1C,-9,3.1%
CN1C(=O)CC(Sc2ccccc2C(=O)O)C1=O (stereo unspecified),/,7.0%
Cc1noc(C)c1COC(=O)c1cc2c3ccccc3n(C)c2s1,/,2.5%

(next part)
smiles,RmlCD inh 1536,GlmU inhibition
Nc1nnc(CSCc2ccc(Cl)cc2Cl)s1,1,5.6%
Cc1cc(C)nc(-n2nc(C)cc2NC(=O)CN2CCC(C)CC2)n1,4,1.8%
O=C(COC(=O)c1ccc2[nH]c3c(c2c1)CCCC3)NC1CCS(=O)(=O)C1 (stereo unspecified),10,-1.0%
O=C(/C=C/Nc1ccccc1Br)c1ccccn1,-2,-1.5%
CCOCCCNC(=S)N1CCN(C(=O)C(=O)Nc2ccc(C(=O)OC)cc2)CC1,-10,5.1%
O=C(c1cn(-c2ccccc2)nc1-c1cccnc1)N1CCCCC1,15,0.7%
Cc1cccc(N2CCN(S(=O)(=O)c3cnc[nH]3)CC2)c1C,/,9.5%
O=C(NCCO)c1nsnc1NCCCl,-3,1.2%
CCn1c(SCc2nc(-c3ccccc3)no2)nc2ccccc21,7,5.8%
COC(=O)C(C(=O)Nc1cccc(Cl)c1C)C1CCCC1 (stereo unspecified),-10,1.0%

Three compounds picked at random from the list so far, as already listed:
smiles,RmlCD inh 1536,GlmU inhibition
Cc1cccc(N2CCN(S(=O)(=O)c3cnc[nH]3)CC2)c1C,/,9.5%
O=C(c1cn(-c2ccccc2)nc1-c1cccnc1)N1CCCCC1,15,0.7%
COC(=O)C(C(=O)Nc1cccc(Cl)c1C)C1CCCC1 (stereo unspecified),-10,1.0%

Further records.
smiles,RmlCD inh 1536,GlmU inhibition
CCOC(=O)N1CCN(C(=O)CSc2ccc(-c3ccccc3OC)nn2)CC1,-5,1.3%
CCOC(=O)C(NCCc1ccccc1F)(NC(=O)CC)C(F)(F)F (stereo unspecified),4,0.6%
COc1ccccc1CNC(=O)c1ccccc1OCc1ccc(F)cc1,-6,5.8%
CCN(CC)CCOC(=O)c1ccc(NC(=O)c2ccc(Cl)c(S(=O)(=O)N3CCCCCC3)c2)cc1,-13,-7.5%
c1cc(C2N3CCCN2CC3)ccn1 (stereo unspecified),6,1.4%
O=C1c2ccccc2C(=O)c2c1ccc1c(=O)n(C3CCCCC3)[nH]c21,8,-0.8%
Cc1ccc(-n2c3nc(=O)[nH]c(=O)c-3cc3cc([N+](=O)[O-])ccc32)cc1C,4,-0.7%
CN1CCc2nc(N)c(C#N)c(-c3ccccc3)c2C1,8,-0.6%
COC(=O)c1ccc(NC(=O)Nc2ccccc2C)cc1,-9,1.0%
